# Source: PubChem (several laboratories)
# TNAP inh noacc: blocks human TNAP activity with no phosphate acceptor present. P05186. purified TNAP, CDP-star luminescence, 30 min. inhibition, % at 20 µM. 200,000 compounds, 0.26% hits. AID 1012;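 active means tissue-nonspecific alkaline phosphatase inhibition above about 50% at 20 µM in the single-dose screen, limit read from the data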;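 further: 0% = DMSO negative control and 100% = EDTA positive control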
# Target sequence (P05186 whole entry, looked up): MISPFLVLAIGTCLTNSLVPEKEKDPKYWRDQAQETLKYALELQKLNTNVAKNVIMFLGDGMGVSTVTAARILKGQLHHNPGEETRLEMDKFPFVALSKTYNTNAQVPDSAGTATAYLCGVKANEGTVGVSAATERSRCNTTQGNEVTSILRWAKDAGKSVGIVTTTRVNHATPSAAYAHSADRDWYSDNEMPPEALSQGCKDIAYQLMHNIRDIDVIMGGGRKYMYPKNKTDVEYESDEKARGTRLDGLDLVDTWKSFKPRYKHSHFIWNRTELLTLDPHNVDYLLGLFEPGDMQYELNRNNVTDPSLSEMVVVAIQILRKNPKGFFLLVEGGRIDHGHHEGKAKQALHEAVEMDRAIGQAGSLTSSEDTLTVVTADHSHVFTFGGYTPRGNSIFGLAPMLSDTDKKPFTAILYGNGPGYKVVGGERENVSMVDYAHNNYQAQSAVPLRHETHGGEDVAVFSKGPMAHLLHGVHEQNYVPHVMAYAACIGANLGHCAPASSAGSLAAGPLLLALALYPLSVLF
# PMI act: activators of human phosphomannose isomerase; activation factor at 20 µM; 190,000 compounds, 0.005% hits; P34949; purified human PMI, coupled resazurin fluorescence, 20 min; active compounds read high; 1 = vehicle control, 0 substrate-free wells; AID 1214;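 active means activation factor of 2 or more at 20 µM, relative to plate controls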
# HMGR II inh: E. faecalis class II HMG-CoA reductase inhibition. purified E. faecalis HMGR, NADPH absorbance 340 nm kinetic. inhibition, % at 10 µM. 190,000 compounds, 0.41% hits;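 active means inhibition above a set limit, the median over all tested compounds plus 3 SD, cut at about 9.5% in these data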;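 further: enzyme runs in reverse so mevalonate oxidation gives rising NADPH absorbance; 0% = complete reaction with DMSO and 100% = background rate lacking mevalonate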
# Diaph inh CS: counter-screen for diaphorase-based assays: diaphorase inhibitors and chemical oxidizers; AID 1217; 190,000 compounds, 0.69% hits; diaphorase resazurin-to-resorufin fluorescence, NADH, 16 min; bacterial (C. kluyveri) enzyme, not human; inhibition, % at 20 µM;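 active means primary screen inhibition at 20 µM above a set limit, cut at about 50% in these data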;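 further: plate controls were DMSO with full reaction for no effect and wells lacking NADH for full effect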
#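 Assay system: diaphorase enzyme from Clostridium kluyveri; Input: enzyme working solution with 0.14 U/mL diaphorase; Timing: 16 min at room temperature; Technique: resorufin fluorescence, excitation 544 nm, emission 590 nm; Benchmarks: positive control minus NADH, DMSO neutral control.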
# TNAP act hiacc: activators of human TNAP at high phosphate acceptor concentration; P05186; purified TNAP, CDP-star luminescence, 1 M DEA, 30 min; active compounds read high; 0 = EDTA background, 1 = DMSO-only activity; activation factor at 20 µM; 200,000 tested, under 10 active; AID 1136;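 active means activation factor at least 2 at 20 µM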
#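 Test system – human TNAP · Doses – 20 µM single point · Incubation – 30 min, room temperature · Signal – luminescent substrate turnover signal · Read-out basis – activation factor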
# TNAP inh hiacc: inhibitors of human TNAP at high phosphate acceptor concentration; P05186; purified TNAP, CDP-star luminescence, 1 M DEA; inhibition, % at 20 µM; 200,000 compounds, 0.03% hits; AID 1135;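 active means over 50% inhibition of tissue-nonspecific alkaline phosphatase at 20 µM in the single-dose screen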;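 further: plate controls were DMSO wells for no effect and EDTA-quenched wells as full inhibition for full effect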
# G6PDH counter: L. mesenteroides G6PDH inhibition counter-screen; inhibition, % at 5 µM; 200,000 compounds, 0.12% hits; Purified L. mesenteroides G6PDH, diaphorase/resazurin coupled fluorescence, 45 min; AID 1020; in the data active means inhibition above about 50%
# FLuc act counter: firefly luciferase counter-screen for stimulation assays; activation factor at 10 µM; AID 1027; ATPlite luciferase biochemical, luminescence, 10 min; 0 = ATP-free wells, 1 = DMSO control; P08659; 200,000 tested, under 10 active;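 active means luciferase activation factor, scaled between plate controls, of at least 2 with compound at 10 µM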
# Target sequence (P08659 whole entry, looked up): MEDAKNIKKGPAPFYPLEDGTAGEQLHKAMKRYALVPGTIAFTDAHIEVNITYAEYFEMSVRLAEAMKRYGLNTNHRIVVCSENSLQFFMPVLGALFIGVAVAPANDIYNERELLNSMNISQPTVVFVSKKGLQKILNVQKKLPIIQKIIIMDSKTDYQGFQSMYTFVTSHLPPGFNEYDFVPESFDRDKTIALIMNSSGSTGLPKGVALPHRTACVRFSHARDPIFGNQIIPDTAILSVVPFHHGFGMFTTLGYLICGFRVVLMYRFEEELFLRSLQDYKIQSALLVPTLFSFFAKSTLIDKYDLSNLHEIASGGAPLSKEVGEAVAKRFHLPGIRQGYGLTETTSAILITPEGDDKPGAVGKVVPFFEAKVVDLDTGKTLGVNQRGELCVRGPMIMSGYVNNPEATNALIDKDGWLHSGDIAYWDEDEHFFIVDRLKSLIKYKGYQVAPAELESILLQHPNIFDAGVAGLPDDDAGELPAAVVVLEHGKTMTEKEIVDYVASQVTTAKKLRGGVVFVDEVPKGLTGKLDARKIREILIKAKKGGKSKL
#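 test system = cell-free luciferase reagent | medium = PBS as buffer for the ATP substrate | dosing = test compounds dosed from 2 mM stocks in 100% DMSO | incubation = 10 min at ambient temperature | detection = luminescence measurement of luciferase light output | benchmarks = low control with PBS replacing ATP, high control enzyme plus ATP without compound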
# Diaph act CS: diaphorase activation or chemical reduction counter-screen; 190,000 compounds, 0.005% hits; Diaphorase/resazurin coupled assay, resorufin fluorescence, 16 min; active compounds read high; 1 = vehicle wells, 0 = NADH-free wells; activation factor at 20 µM;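 active means diaphorase activity raised at least twofold by the compound at 20 µM; inactive means activation factor below 2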
#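 System – purified diaphorase enzyme from Clostridium kluyveri · Input – enzyme 0.07 U/mL final · Also added – final NADH 0.114 mM, resazurin 0.1 mM · Measured by – fluorescence of resorufin, 544 nm excitation, 590 nm emission · Timing – 16 min enzyme reaction, ambient temperature · Measure – resorufin increase flagging diaphorase activators or reducers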
# PMI act hi M6P: increases human PMI activity with near-saturating mannose 6-phosphate; P34949; coupled PMI enzyme assay, resazurin fluorescence, 20 min; active compounds read high; 1 = untreated enzyme, 0 = substrate-free blank; activation factor at 20 µM; 190,000 compounds, 0.34% hits; AID 1216;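 active means activation factor of 2 or more at 20 µM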
#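 test system = human PMI in coupled enzyme assay | medium = HEPES-buffered pH 7.4 with magnesium and detergent | also added = 1.0 mM mannose-6-phosphate substrate with 0.22 mM NADP+ | compound = 20 µM single dose | times = 20 min incubation at room temperature | measured by = resorufin fluorescence (Ex 544/Em 590 nm) from resazurin via diaphorase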
# * hit, by the source's call.
nr	Structure	G6PDH counter	TNAP act hiacc	TNAP inh hiacc	PMI act hi M6P	PMI act	Diaph act CS	HMGR II inh	Diaph inh CS	TNAP inh noacc	FLuc act counter
1	Cc1cc(C(=O)Nc2sc3c(c2C#N)CCC(C(C)(C)C)C3)no1 (stereo unspecified)	14	1	0	1	0.9	0.9	-5	8	-7	1
2	CC(C)OC(=O)Cn1c(=O)sc2ccccc21	-2	1	3	1	1	1	1	3	-7	1
3	O=C(CSc1nnnn1C1CCCCC1)NCCc1ccccc1	12	1	-2	1	0.9	0.9	2	8	-10	1
4	Cc1csc(NC(=O)C2CCCCN2S(=O)(=O)c2ccccc2)n1 (stereo unspecified)	-1	1	-4	0.9	1	0.9	0	13	-14	1
5	Cc1cc(NC(=O)Cc2csc(-c3ccccc3)n2)ccc1Br	-20	1	4	1	0.8	0.9	1	10	-8	1
6	CC1CCc2c(c3ccccc3[nH]c2=O)O1 (stereo unspecified)	9	1.1	-7	1.1	1.1	1.1	-3	-6	21	1.1
7	c1ccc(C(c2nnnn2Cc2cccs2)N2CCN(C3CCCC3)CC2)cc1 (stereo unspecified)	-19	1.1	-6	1	0.9	0.8	-4	23	-13	1
8	CCOC(=O)c1c(C2CCN(C(=O)OCC)CC2)nc2ccccn12	-1	1	-4	1.1	1	0.9	-9	10	-14	1
9	CCCn1c(SCC(=O)Nc2cccc(S(=O)(=O)N3CCCC3)c2)n[nH]c1=O	2	1	0	0.9	1	0.9	-7	8	-13	1
10	O=C(c1ccncc1)N1CCN(C2CCCCC2)CC1	8	1	-2	1	1	0.8	1	21	-12	1.1
11	COc1cc2c(cc1OC)CN(Cc1cccs1)CC2	-2	1	-3	0.9	0.9	0.9	0	14	-15	1.1
12	O=C(NCC1CCCO1)Nc1cc(Cl)cc(Cl)c1 (stereo unspecified)	15	1	-3	0.9	0.9	0.8	-5	22	-5	1

# More compounds.
nr	Structure	G6PDH counter	TNAP act hiacc	TNAP inh hiacc	PMI act hi M6P	PMI act	Diaph act CS	HMGR II inh	Diaph inh CS	TNAP inh noacc	FLuc act counter
13	C/C(CC(=O)N(C(C)C)C(C)C)=N\NC(=O)c1ccccc1Br	-6	1	-3	0.9	1	1	-2	4	-3	1.1
14	COc1ccc(/C=C\c2onc(C)c2S(=O)(=O)N2CCC(C(=O)NCCC(C)C)CC2)cc1	2	1.1	-8	1	1	0.8	-6	17	5	1.1
15	CC(C)(C)N(C(=O)Cn1nnc(-c2ccc(F)cc2)n1)C(C(=O)NC1CCCC1)c1ccncc1 (stereo unspecified)	4	0.9	6	0.8	0.9	0.8	-3	24	0	1
16	C/C(=N\NC(=O)Cc1c(C)[nH][nH]c1=O)c1ccc2ccccc2c1	-3	1	3	1	0.9	0.9	-2	9	0	1
17	Cn1c(S(=O)(=O)Cc2ccc(Cl)cc2)nc2ccccc21	11	1	2	0.8	0.9	0.8	-4	15	0	1
18	COc1cc(C#N)c(N=C(SCC#N)N2CCOCC2)cc1OC	2	1.1	-7	0.8	0.9	0.8	-5	17	-13	1.1
19	C=CCNCc1cccn1-c1ccccc1	10	1	-4	1	1.1	0.9	-2	7	2	1.1
20	NC(=O)SCC(=O)Nc1cccc(Cl)c1	9	1	4	1.1	0.9	1	-3	2	-22	1
21	O=C(COc1ccc(Cl)cc1)Nc1ccc(C(=O)NCc2cccnc2)cc1	5	1	-2	1	1	1.1	2	-10	-6	1.1
22	CCOC(=O)N1CCN(C(=O)c2cn(C)c3ccc(S(=O)(=O)N4CCCC4)cc3c2=O)CC1	-1	1.1	-8	1	1	0.9	0	6	-10	1.1
23	COc1cccc(C(C#N)N2CCCCC2)c1O (stereo unspecified)	35	1	0	0.8	0.8	0.8	-6	19	-58	1
24	CC(=O)Nc1ccc2[nH]c(C)cc(=O)c2c1	9	1	-4	1	1	1	2	-2	-13	1.1

# 12 consecutive entries out of the list so far:
nr	Structure	G6PDH counter	TNAP act hiacc	TNAP inh hiacc	PMI act hi M6P	PMI act	Diaph act CS	HMGR II inh	Diaph inh CS	TNAP inh noacc	FLuc act counter
13	C/C(CC(=O)N(C(C)C)C(C)C)=N\NC(=O)c1ccccc1Br	-6	1	-3	0.9	1	1	-2	4	-3	1.1
14	COc1ccc(/C=C\c2onc(C)c2S(=O)(=O)N2CCC(C(=O)NCCC(C)C)CC2)cc1	2	1.1	-8	1	1	0.8	-6	17	5	1.1
15	CC(C)(C)N(C(=O)Cn1nnc(-c2ccc(F)cc2)n1)C(C(=O)NC1CCCC1)c1ccncc1 (stereo unspecified)	4	0.9	6	0.8	0.9	0.8	-3	24	0	1
16	C/C(=N\NC(=O)Cc1c(C)[nH][nH]c1=O)c1ccc2ccccc2c1	-3	1	3	1	0.9	0.9	-2	9	0	1
17	Cn1c(S(=O)(=O)Cc2ccc(Cl)cc2)nc2ccccc21	11	1	2	0.8	0.9	0.8	-4	15	0	1
18	COc1cc(C#N)c(N=C(SCC#N)N2CCOCC2)cc1OC	2	1.1	-7	0.8	0.9	0.8	-5	17	-13	1.1
19	C=CCNCc1cccn1-c1ccccc1	10	1	-4	1	1.1	0.9	-2	7	2	1.1
20	NC(=O)SCC(=O)Nc1cccc(Cl)c1	9	1	4	1.1	0.9	1	-3	2	-22	1
21	O=C(COc1ccc(Cl)cc1)Nc1ccc(C(=O)NCc2cccnc2)cc1	5	1	-2	1	1	1.1	2	-10	-6	1.1
22	CCOC(=O)N1CCN(C(=O)c2cn(C)c3ccc(S(=O)(=O)N4CCCC4)cc3c2=O)CC1	-1	1.1	-8	1	1	0.9	0	6	-10	1.1
23	COc1cccc(C(C#N)N2CCCCC2)c1O (stereo unspecified)	35	1	0	0.8	0.8	0.8	-6	19	-58	1
24	CC(=O)Nc1ccc2[nH]c(C)cc(=O)c2c1	9	1	-4	1	1	1	2	-2	-13	1.1

# (further entries)
nr	Structure	G6PDH counter	TNAP act hiacc	TNAP inh hiacc	PMI act hi M6P	PMI act	Diaph act CS	HMGR II inh	Diaph inh CS	TNAP inh noacc	FLuc act counter
25	COc1ccc(NCc2nnc(SCC(=O)Nc3ccccc3OC)o2)cc1	6	1	2	0.8	0.8	0.8	-4	20	-8	1
26	CCc1c(C)[nH]c2c(C)cccc2c1=O	-5	1	2	1	1	1	-2	4	-12	1
27	Cc1nn(C)c(C(=O)N2CCc3ccccc32)c1Br	-8	1	-3	0.9	1	0.9	-1	13	-7	1
28	O=C(OCc1csc(Nc2ccccc2)n1)c1ccc(Cl)cc1	-45	1	-4	0.8	0.8	0.7	-12	27	-3	1.1
29	O=C(c1ccc(F)cc1)N1CCC(n2nnc3ccccc32)CC1	8	1	0	0.9	0.9	0.8	-6	15	-1	1
30	COc1cccc(-c2csc(N3CCN(CC(=O)Nc4ccc5c(c4)OCO5)CC3)n2)c1	-4	1	-2	1	0.9	0.8	1	18	-11	1.1
31	COC(=O)C1=C(N)Oc2cc(C)n(C)c(=O)c2C1c1ccc(Cl)cc1 (stereo unspecified)	3	1.1	-5	1	1	0.8	-5	16	-14	1
32	Nc1c(C(=O)c2ccccc2)sc2snc(SCC(=O)c3ccccc3)c12	7	0.9	6	1.4	1	0.7	-5	28	11	1
33	CCOc1ccc(N(CC(=O)Nc2c(C)n(C)n(-c3ccccc3)c2=O)S(=O)(=O)c2ccccc2)cc1	10	1.1	-6	0.9	0.9	0.9	-4	11	-9	1
34	COn1c(SCC(=O)N(C)C)nc2ccccc2c1=O	7	1	-3	0.9	1	0.9	-3	7	-8	1
35	O=C(Nc1sc2c(c1C(=O)NCC1CCCO1)CCCC2)c1cccs1 (stereo unspecified)	7	1	-3	0.9	1	0.7	-5	28	-15	1.1
36	Cn1cccc1C(=O)c1ccc(Cl)cc1Cl	5	1.1	-10	1	1	0.8	0	16	-14	1.1

# 3 compounds already listed, arranged by molecular weight, lowest first.
nr	Structure	G6PDH counter	TNAP act hiacc	TNAP inh hiacc	PMI act hi M6P	PMI act	Diaph act CS	HMGR II inh	Diaph inh CS	TNAP inh noacc	FLuc act counter
36	Cn1cccc1C(=O)c1ccc(Cl)cc1Cl	5	1.1	-10	1	1	0.8	0	16	-14	1.1
34	COn1c(SCC(=O)N(C)C)nc2ccccc2c1=O	7	1	-3	0.9	1	0.9	-3	7	-8	1
31	COC(=O)C1=C(N)Oc2cc(C)n(C)c(=O)c2C1c1ccc(Cl)cc1 (stereo unspecified)	3	1.1	-5	1	1	0.8	-5	16	-14	1

# (more compounds)
nr	Structure	G6PDH counter	TNAP act hiacc	TNAP inh hiacc	PMI act hi M6P	PMI act	Diaph act CS	HMGR II inh	Diaph inh CS	TNAP inh noacc	FLuc act counter
37	CCNC(=S)N(CCc1ccccc1C)Cc1cc2cc(OC)c(OC)cc2[nH]c1=O	-19	1	-5	0.9	0.8	0.7	-2	28	21	1.1
38	O=C(CCSCc1ccc(Cl)cc1)NCc1ccco1	-2	1	-4	1.1	0.9	0.9	0	7	-11	1.1
39	Cc1ccc(CN2CCN(/N=C/c3cc([N+](=O)[O-])ccc3Cl)CC2)cc1	-10	1	-5	1	0.9	0.9	-5	13	-7	1.1
40	CC1c2[nH]c3ccccc3c2CCN1C(=O)Nc1ccccc1 (stereo unspecified)	4	1	3	0.9	0.8	0.8	-5	21	-6	1
41	C=CCOc1ccc(NC(=O)C2CC(=O)N(C(C)C)C2)cc1 (stereo unspecified)	4	1	-3	1.1	1	1.1	-2	-5	-3	1
42	CCN(CC)S(=O)(=O)c1ccc2oc(C(=O)NCCCN3CCOCC3)c(C)c2c1	9	1	-1	0.9	0.8	0.9	0	13	-2	1
43	Cc1ccc(/C=N/Nc2cn[nH]c(=O)n2)o1	-5	1	-3	0.9	1	0.9	2	7	-87	1.1
44	O=C(NC(=S)NCc1ccc(-c2nc3ccccc3s2)cc1)c1ccco1	-40	1	3	0.9	0.9	0.9	-8	9	-8	1
45	CCN(CC)S(=O)(=O)c1cccc(NC(=O)COC(=O)CCc2nc3ccccc3s2)c1	4	1	0	0.9	0.9	0.8	-5	21	-1	1
46	CC(CC(=O)Nc1ccncc1)c1ccccc1 (stereo unspecified)	-1	1	-2	0.9	0.9	1	-2	4	-13	1
47	COc1cc(C)nc(Oc2ccc(=O)[nH]n2)n1	4	1	-3	0.9	1	0.9	2	10	-8	1
48	O=C(CCC1CCCN(Cc2ccncc2)C1)NCc1ccc(F)c(F)c1 (stereo unspecified)	11	1	-4	0.9	0.9	1	1	-2	-6	1
